esBAF inh = SWI/SNF esBAF complex inhibition; actives 2% (n = 350,000); AID 602393; reporter increase, % at 12.5 µM; mouse ES cells, Bmi1-luciferase knock-in reporter, 24 h; 100% = twice the neutral-well signal; in the data active means activation above about 40%;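 further: 0% = median of the plate's neutral control wells and 100% = double that signal; a rise in the Bmi1 reporter signal indicates esBAF inhibition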
RAD54 branch = inhibitors of human RAD54 branch migration; Q92698; RAD54 Holliday junction branch migration, FAM/BHQ fluorescence; inhibition, % at 10.4 µM; actives 0.14% (n = 360,000); AID 602329;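 active means mean normalized replicate activity at least 40 and at least half of replicates scoring 40 or more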;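 further: 0% = median of neutral control wells and 100% = median of positive control wells; inhibitors cause a drop in the FAM fluorescence signal; in these data hits start at about 50%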
Target sequence (Q92698 whole entry, looked up): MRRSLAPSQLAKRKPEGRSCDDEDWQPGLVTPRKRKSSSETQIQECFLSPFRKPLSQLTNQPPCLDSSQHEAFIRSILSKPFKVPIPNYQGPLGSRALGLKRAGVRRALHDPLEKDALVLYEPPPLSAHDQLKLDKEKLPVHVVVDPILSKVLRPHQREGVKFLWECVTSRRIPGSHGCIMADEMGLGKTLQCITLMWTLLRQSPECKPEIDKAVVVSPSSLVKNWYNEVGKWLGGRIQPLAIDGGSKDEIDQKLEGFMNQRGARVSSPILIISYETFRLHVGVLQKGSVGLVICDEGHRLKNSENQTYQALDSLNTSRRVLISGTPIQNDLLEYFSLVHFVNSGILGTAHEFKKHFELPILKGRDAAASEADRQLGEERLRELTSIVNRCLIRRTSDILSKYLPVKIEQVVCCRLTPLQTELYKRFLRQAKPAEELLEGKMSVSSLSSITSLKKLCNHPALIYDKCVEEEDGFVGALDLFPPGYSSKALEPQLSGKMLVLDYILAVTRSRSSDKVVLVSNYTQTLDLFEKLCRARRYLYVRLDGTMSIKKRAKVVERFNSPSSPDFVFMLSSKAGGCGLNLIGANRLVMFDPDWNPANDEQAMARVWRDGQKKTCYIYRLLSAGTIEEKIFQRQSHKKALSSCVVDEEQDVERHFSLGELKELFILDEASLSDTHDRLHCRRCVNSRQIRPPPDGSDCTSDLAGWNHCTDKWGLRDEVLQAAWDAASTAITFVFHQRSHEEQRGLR
Active calls of the source: *. Only part of the results is shown; count on the stated rates, not on these rows.

SMILES	esBAF inh	RAD54 branch
CCOC(=O)c1ccc2[nH]c(C)c(C)c2c1	59*	10
O=C1c2ccccc2C(=O)N1CSc1ncccn1	-3	2
c1ccc(-c2nc(NCc3ccco3)c3ccccc3n2)cc1	6	-6
O=C(O)c1ccc(-n2ncc(Cl)c(Cl)c2=O)cc1	9	4
COC(=O)c1sccc1NC(=O)CSc1nnnn1-c1ccccc1F	15	1
COc1ccc(OC)c(S(=O)(=O)NCCO)c1	-4	-3
Oc1c(Cl)cc(Cl)cc1C(C#Cc1ccccc1)N1CCOCC1 (centres undefined)	3	-9
CC[N+](CC)(CC)C/C(N)=N/O	0	-5
CCCCOc1ccc(Cl)cc1CSc1nnc(C)n1N	-6	1
CCOc1cc(C(=O)Nc2nnc(CC)s2)ccc1OCC(=O)N1CCOCC1	3	-15
Cc1oc2cc(Br)c(O)c(Br)c2c1-c1ccccc1	29	3
COc1ccc(OCC(=O)Nc2nc3ccccc3[nH]2)cc1	49*	1
O=S1(=O)N=C(N2CCCc3ccccc32)c2ccccc21	2	8
Fc1cccc(Cl)c1Cn1nnc2c(-n3ccnc3)ncnc21	-10	0
CCCCNC(=O)CC(=O)Nc1ccccc1C(=O)O	-12	-9
CC1C(C#N)=C(N)OC2=C1C(=O)CCC2 (centres undefined)	0	-4
CC(C)n1cnc2c(Nc3cccc(Cl)c3)nc(N(CCO)CCCO)nc21	-12	-4
COCCn1c(SCC#N)nnc1-c1ccc(OC)cc1	-7	9
Cn1nnc(C(O)CN2CCOCC2)n1 (centres undefined)	-7	13
OCCNc1nc(C2CC2)nc2c1nnn2Cc1ccccc1Cl	-2	7
Cc1cc(C(F)F)n2nc(C(=O)Nc3ccc(F)cc3F)nc2n1	5	-6
CCOP1(=O)C=C(C(C)(C)C)OC1c1ccc(F)cc1 (centres undefined)	-9	-2
CC(C)NC(=O)C(=O)NC1CCCCCC1	7	3
Cc1ccc(S(=O)(=O)N2CCCC2C(=O)N2CCCCCC2)cc1 (centres undefined)	0	8
CN1CCN(c2ccc(NC(=O)COc3ccccc3Cl)cc2)CC1	10	9

The closing 5 records of the section above are carried over, then new ones follow.
SMILES	esBAF inh	RAD54 branch
Cc1cc(C(F)F)n2nc(C(=O)Nc3ccc(F)cc3F)nc2n1	5	-6
CCOP1(=O)C=C(C(C)(C)C)OC1c1ccc(F)cc1 (centres undefined)	-9	-2
CC(C)NC(=O)C(=O)NC1CCCCCC1	7	3
Cc1ccc(S(=O)(=O)N2CCCC2C(=O)N2CCCCCC2)cc1 (centres undefined)	0	8
CN1CCN(c2ccc(NC(=O)COc3ccccc3Cl)cc2)CC1	10	9
O=C(N1CCOCC1)N1CCN(S(=O)(=O)N2CCCCC2)CC1	4	8
CC(C)CC1NC(=O)N(CC(=O)N2CCN(S(=O)(=O)c3ccc(Cl)cc3)CC2)C1=O (centres undefined)	-7	5
C=CCN(CC=C)S(=O)(=O)c1ncn[nH]1	-9	-15
CCCCC(CCCC)=N/N=C/c1c(O)n(CC)c2cc(C3=NNC(=O)CC3)ccc12	-9	-4
O=S(=O)(c1cccc2nsnc12)N1CCCC1	0	-3
Cc1ccc(N2C(=O)CC2(C#N)c2ccc(OCc3ccccc3)cc2)cc1 (centres undefined)	7	0
O=C(O)c1ccc(Sc2nnc(-c3cccc(Br)c3)o2)c([N+](=O)[O-])c1	-6	7
CCn1nc(C(=O)OCC(=O)c2cc(C)n(Cc3cccs3)c2C)c2ccccc2c1=O	15	-2
C=CCNc1sc(C(=O)c2ccc(C)cc2)c(N)c1C#N	-6	-3
N#Cc1cnn2c(-c3ccccc3)ccnc12	-6	4
CCN(CC)CC(=O)N(CC(=O)Nc1c(C)cc(C)cc1C)C1CCCCC1	6	3
COc1ccc(-n2cnc3cc(N)ccc32)cc1	20	8
CC(=O)Nc1ccc(NC(=O)C2CC(=O)N=C(N)S2)cc1 (centres undefined)	-5	3
C=CCOC(=O)C1=C(C)NC(=O)NC1c1ccc(OC(=O)c2ccco2)c(OC)c1 (centres undefined)	2	-1
CCCCc1ccc(-c2c(C#N)c(N)nc3c2CCCC3)s1	-8	6
CC1=C(C(=O)N2CCCCC2)C(c2cccs2)C2=C(CCCC2=O)N1 (centres undefined)	-4	-3
CCCCOC(=O)c1cc(C)nc2ccc(Br)cc12	-3	-3
O=C(C1CCN(S(=O)(=O)N2CCC3(CC2)OCCO3)CC1)N1CCN(Cc2ccccc2)CC1	13	6
O=C(c1cccc(F)c1)N1CCN(Cc2c[nH]c3ccccc23)CC1	5	-6
O=C(/C=C/Nc1ccc(F)cc1)c1cccs1	7	4
Cc1csc(Sc2ccc([N+](=O)[O-])cc2C(=O)OCC(=O)NC(=O)NC(C)(C)C)n1	6	-3
Cc1c(/C(O)=C2/C(=O)C(=O)N(CCN3CCOCC3)C2c2cccnc2)cnn1-c1ccccc1 (centres undefined)	-4	-12
Cc1ccccc1OCC(=O)Nc1cccc2nsnc12	6	-3
O=C(c1ccc(CN2CCc3ccccc3C2)cc1)N1CCCCC1	-26	-4
CCOC(=O)COc1nc(Nc2ccccc2C)nc(N(C)C)n1	-6	-13
Later entries.
SMILES	esBAF inh	RAD54 branch
CCN(CC)c1ccc(/C=C2\SC(=O)N(C(C)C)C2=O)o1	16	2
COc1ccc(NS(=O)(=O)c2ccc(NS(=O)(=O)c3ccc(C)cc3)cc2)nn1	-5	1
CC1=CC(C)(C)N(C(=O)C(C)N2C(=O)c3ccccc3C2=O)c2ccc(C)cc21 (centres undefined)	-10	2
Cc1ccccc1N(CC(=O)N/N=C/c1cc(C)n(-c2ccccc2C)c1C)S(C)(=O)=O	3	11
Cc1nc2cc(-c3ccsc3-n3c(C)ccc3C)[nH]n2c(=O)c1Cl	-13	-23
CCOC(=O)Cc1csc(NC(=O)CSc2nc(C)cc(=O)[nH]2)n1	1	4
CCOc1ccccc1NC(=O)Cc1ccccc1OC	-4	-4
O=C(Cn1ncc2c(=O)oc3ccccc3c21)NC1CC1	1	2
CCCCC(=O)NC1(C(F)(F)F)C(=O)N(CC(C)C)C2=C1C(=O)CC(C)(C)C2 (centres undefined)	10	-7
Cc1nc(-c2ccc(C(=O)N3CCOCC3)cc2)cs1	3	-10
O=C(NC12CC3CC(CC(C3)C1)C2)c1ccc(-c2ccccc2Cl)o1	45*	-3
COc1ccc(NC(=O)C(C)N2c3cccc4cccc(c34)S2(=O)=O)cc1 (centres undefined)	-3	8
Cc1ccc(C2=CC(=O)C[C@H](c3ccc(Cl)cc3)C2)cc1	3	-6
Cc1cc(C)n(C(=O)CCN2C(=O)c3ccccc3C2=O)n1	7	2
COC(=O)c1cc(Br)c(=O)n(CCN2CCOCC2)c1	-4	-6
CC1CCN(C(=O)COC(=O)[C@H](C)NS(=O)(=O)/C=C/c2ccccc2)CC1	1	5
CCOC(=O)N1CCN(C(=O)c2cc(C)c3c(C)nn(-c4ccccc4)c3n2)CC1	-4	-10
O=C1CC(N2CCOCC2)C(=O)N1Cc1ccc(N2CCCC2=O)cc1 (centres undefined)	-4	-4
CSCC[C@H](NC(=O)C1CCN(S(=O)(=O)c2ccc(C)cc2)CC1)C(=O)NCc1ccco1	-6	-10
CCOC(=O)CCCn1c(C)nc(=O)c(-c2ccccc2)c1C	-5	-11
O=C(O)CCC(=O)Nc1nnc(C(F)(F)F)s1	-5	-11
N=c1sccn1CC(=O)Nc1ccccc1Oc1ccccc1	9	-1
COc1cc(NC(=O)Cc2ccccc2)nc(OC)n1	13	-3
O=C(O)C1CC(=O)N(c2ccc(F)c(F)c2)C1 (centres undefined)	-4	11
O=C(NCc1cccnc1)NC1(C(F)(F)F)Oc2ccc(Cl)cc2O1 (centres undefined)	-13	3

Filtered by structure, those above with bromine.
SMILES	esBAF inh	RAD54 branch
Cc1oc2cc(Br)c(O)c(Br)c2c1-c1ccccc1	29	3
O=C(O)c1ccc(Sc2nnc(-c3cccc(Br)c3)o2)c([N+](=O)[O-])c1	-6	7
CCCCOC(=O)c1cc(C)nc2ccc(Br)cc12	-3	-3
COC(=O)c1cc(Br)c(=O)n(CCN2CCOCC2)c1	-4	-6

The results go on:
SMILES	esBAF inh	RAD54 branch
CC(C)CNC(=S)NNC(=O)c1csc2c1CCCC2	-1	5
CCN1CNC(=S)N(c2cccc(C)c2C)C1	-3	1
CN1CCCC1CCNC1C2CC3CC(C2)CC1C3 (centres undefined)	1	-1
CCOC(=O)c1nn(-c2ccc(Br)cc2)cc1C(=O)c1cccc2ccccc12	78*	-3
O=C(CCS(=O)(=O)Cc1ccccc1)NCC1CCCO1 (centres undefined)	2	-13
CCCCCCc1c(O)c2ccccc2[nH]c1=O	5	-4
CCC(=O)Nc1cc2nn(-c3ccc(OC)cc3)nc2cc1C	-50	-10
CCCCC1(C)NC(=O)c2c(C)sc(C(=O)OCC)c2N1 (centres undefined)	5	-8
CCOC(=O)c1sc2nc(N3CCOCC3)c3c(c2c1N)CCN(Cc1ccccc1)C3	-8	8
CC(C)(O)C(=O)NN(C(=O)c1ccccc1)c1cccc(Br)c1	3	-1
Cn1ncc(Br)c1NC(=O)Nc1ccccc1	-1	-12
Cc1cc(NC(=O)CSc2nc3ccccc3c(=O)n2CCCC(=O)NCc2ccco2)n[nH]1	11	-10
COc1cc(NC(=O)C2CCCC2)c(OC)cc1Cl	-1	6
CCn1nc(NC(=O)c2ccncc2)c2cc3ccc(C)cc3nc21	-3	-7
COc1ccc(CCNS(=O)(=O)c2cccc(C(=O)O)c2)cc1OC	4	2
CN1CC2(C)CN(C(c3ccccc3)c3ccccc3)CC(C)(C1)C2O (centres undefined)	-2	7
CCOC(=O)c1c(-c2ccncc2)csc1N	-9	-8
Cc1cccc(C2Nc3ccccc3C(=O)N2c2ccc(F)cc2)n1 (centres undefined)	11	-1
OC12CCCCC1C(c1ccc3c(c1)OCO3)N(Cc1ccc(F)cc1)CC2 (centres undefined)	-4	6
CCOC(=O)c1c(N)c(C#N)c2n1CCCCC2	-2	3
O=[N+]([O-])c1cccc(Cl)c1NCCNc1ncc(C(F)(F)F)cc1Cl	-5	0
CCOc1ccc2nc(NC(=O)C(CC)Sc3nc(C)cc(=O)[nH]3)sc2c1 (centres undefined)	13	-3
COc1ccccc1NC(=O)CCN1CC(C)OC(C)C1 (centres undefined)	4	0
CCCCC(=O)OCCNC(=O)c1cc2ccccc2oc1=O	2	-7
O=C1CSC(=S)N1/N=C/c1ccc(O)c(O)c1O	5	0
The results go on:
SMILES	esBAF inh	RAD54 branch
COc1cccc(/C=N/NC(=O)CCc2c(C)n[nH]c2C)c1	4	-5
Cc1ccccc1-c1nc(CS(=O)CC(=O)NC(C)CCc2ccccc2)c(C)o1 (centres undefined)	-1	-11
Cc1nc(NS(=O)(=O)c2ccccc2)sc1NC(=O)OC(C)C	-4	-2
Cc1ccnc(N2CCC(C(=O)Nc3cccc(C(F)(F)F)c3)CC2)n1	0	4
O=C(OCC(=O)N1CCN(C(=O)c2ccco2)CC1)c1cc(-c2ccccc2)nc2ccccc12	17	-13
CCc1c(C)nc2cc(-c3cc(OC)cc(OC)c3)nn2c1N1CCN(CCN2CCOCC2)CC1	-3	-8
O=C(Nc1cccc(S(=O)(=O)C(F)F)c1)c1ccc(Cl)c(S(=O)(=O)N2CCOCC2)c1	0	3
CCOC(=O)c1nnc(-c2ccccc2)nc1NCc1ccccc1	4	-2
CCCCN(Cc1cc2cc(OC)ccc2[nH]c1=O)C(=O)COc1ccccc1	-2	-4
CC(=O)c1ccc(NC(=O)CSc2nnc(NC(=O)c3ccco3)s2)cc1	0	1
Cc1ccc(CC(=O)Nc2ccccc2N2CCOCC2)cc1C	-2	3
CC(C)c1ccc(C2CC(=O)N3CN(C)CSC3=C2C#N)cc1 (centres undefined)	7	-2
CCc1sc(N(C(=O)Cc2ccccc2)c2ccc(F)cc2)nc1-c1ccccc1	-4	7
Cc1nn(CC(=O)NCCN2CCOCC2)c(C)c1[N+](=O)[O-]	5	-7
CC1(C)CC(=O)C2=C(C1)Nc1nc(SCCN3CCOCC3)[nH]c(=O)c1C2c1cccs1 (centres undefined)	13	-4
CC[n+]1c(/C=C2/C=C(C)CC(C)(C)C2)sc2ccc(OC)cc21	-20	-1
CCCSc1nsc(NC(=O)C(c2ccccc2)c2ccccc2)n1	-9	1
COc1ccccc1OCc1nnc(SCC(=O)Nc2ccc(C)cc2)n1C	-3	5
c1ccc(-c2nc3ccccn3c2NCc2ccc3c(c2)OCO3)cc1	6	11
Cc1cc(C(F)(F)F)n2ncc(-c3ccc(F)cc3)c2n1	-8	-9

Entries above marked active in esBAF inh:
SMILES	esBAF inh
CCOC(=O)c1ccc2[nH]c(C)c(C)c2c1	59*
COc1ccc(OCC(=O)Nc2nc3ccccc3[nH]2)cc1	49*
O=C(NC12CC3CC(CC(C3)C1)C2)c1ccc(-c2ccccc2Cl)o1	45*
CCOC(=O)c1nn(-c2ccc(Br)cc2)cc1C(=O)c1cccc2ccccc12	78*

Molecules from the list above that contain a nitro group on carbon:
SMILES	esBAF inh	RAD54 branch
O=C(O)c1ccc(Sc2nnc(-c3cccc(Br)c3)o2)c([N+](=O)[O-])c1	-6	7
Cc1csc(Sc2ccc([N+](=O)[O-])cc2C(=O)OCC(=O)NC(=O)NC(C)(C)C)n1	6	-3
O=[N+]([O-])c1cccc(Cl)c1NCCNc1ncc(C(F)(F)F)cc1Cl	-5	0
Cc1nn(CC(=O)NCCN2CCOCC2)c(C)c1[N+](=O)[O-]	5	-7

Compound activity deposited in PubChem BioAssay by Broad Institute.
